Rat MKP-3 inhibitors = inhibition of rat DUSP6 enzyme activity – biochemical, in vitro, primary screen (AID 425); recombinant MKP-3 phosphatase activity, fluorescence; higher % means a stronger effect; inhibition, % at 20 µM; hits with a dose series show IC50 in µM; actives 0.17% (n = 110,000); in the data active = inhibition above about 50%;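 note: plate controls were vehicle for no effect and reference inhibitor for full effect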
Hsp70 displacement = small molecules displacing fluorescent ligand from Hsp70 – biochemical, fluorescence polarization, primary screen (AID 583); Hsp70 fluorescence polarization probe displacement, mP; higher % means a stronger effect; one-dose displacement, % at 20 µM; IC50 in µM for titrated hits; actives 0.06% (n = 140,000); in the data active = displacement above about 50%;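 note: plate controls were vehicle for no effect and reference ligand for full effect; a part of the inactive calls stands beside numbers as strong as those of hits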
* hit, by the source's call; · = not tested or not shown; & = joins results of further samples. An excerpt, so the mix of outcomes need not match the whole.

Results follow in this order: Rat MKP-3 inhibitors	Hsp70 displacement
1	O=C(O)CNS(=O)(=O)c1ccc(F)cc1
  -1%	-0.1%
2	CC(C)=CC(=O)OCC(=O)Nc1ccccc1Cl
  -10%	-0.9%
3	COc1cccc(C2CC(c3cccc(Br)c3)n3ncnc3N2)c1 (configuration not stated)
  -10%	-2.7%
4	CC(C)n1c(SCC(N)=O)nc2c1c(=O)n(C)c(=O)n2C
  -8%	-2.3%
5	CC(Oc1ccc(C(=O)NCCc2ccccc2)cc1)C(=O)O (configuration not stated)
  ·	9.7%
6	O=C(Cn1cnc2c(cnn2-c2ccc(Cl)cc2)c1=O)NCC1CCCO1 (configuration not stated)
  2%	9.4%
7	N#CC1=C(SCC(N)=O)NC(=O)CC1c1ccsc1 (configuration not stated)
  3%	-3.1%
8	CSc1nc(C)c2c(c1C#N)CCCC2
  -1%	-1.1%
9	COc1ccc(/C=C2/C(=O)NC(=O)N(c3ccc(C(C)C)cc3)C2=O)cc1
  2%	-3.4%
10	CC(C)C(=O)Nc1ccc(C(=O)Nc2ccccc2C(=O)O)cc1
  3%	0.9%
11	CCn1cc(C(=O)NCCCOC(C)C)c2cc(OC)c(OC)cc2c1=O
  14%	-0.6%
12	Cn1c(=S)n(CCC(=O)O)c2ccccc21
  0%	-2.6%
13	CN1CCN(C(=O)c2ccc3c(c2)NC(=O)C(C)(C)O3)CC1
  -2%	3.3%
14	CCOc1cc(/C=N/Nc2nc(N3CCCC3)nc(N3CCCC3)n2)ccc1O
  ·	-1.6%
15	CCOC(=O)c1ccc(N2C(=O)c3ccc(C(=O)Nc4ccc(O)cc4C(=O)O)cc3C2=O)cc1
  3%	-6.6%
16	CCC(c1nnnn1C1CCCC1)N(Cc1cccs1)Cc1cc2cc(C)ccc2[nH]c1=O (configuration not stated)
  -4%	-3.4%
17	CCOC(=O)CSc1nc2ccccc2c(=O)n1CCC(=O)NCCc1ccc(OC)c(OC)c1
  ·	-1.7%
18	Cn1cc(CNC(=O)COc2ccc(Cl)cc2Cl)cn1
  -4%	3.2%
19	O=C(C1CCN(c2nnc(-n3cccc3)s2)CC1)N1CCc2ccccc2C1
  -12%	·
20	O=C1CC(c2ccccc2)CC2=C1C(c1cccc(OCc3ccccc3)c1)Nc1ccccc1N2 (configuration not stated)
  10%	2.9%
21	Cn1c(Cn2c(=O)sc3ccccc32)nnc1SCC(=O)Nc1ccc(Cl)cc1
  1%	-4.0%
22	Clc1ccc(C2CC(c3cccs3)n3ncnc3N2)c(Cl)c1 (configuration not stated)
  -6%	1.2%
23	O=C(O)COc1ccc(S(=O)(=O)c2ccc(OCC(=O)O)cc2)cc1
  -4%	0.4%
24	O=C(Nc1ccc(-c2nc3ccccc3o2)cc1)c1ccc2c(c1)OCCO2
  4%	-6.7%
25	CC1CC(C)(C)Nc2ccc(OC(=O)c3ccco3)cc21 (configuration not stated)
  -9%	11%
26	COc1ccc(Br)cc1/C=C/C(=O)Nc1cccc(-c2nc3ncccc3o2)c1C
  9%	-2.4%
27	COC(=O)c1ccc(NC(=O)C23CC4CC(C2)CC(n2cnc(Cl)n2)(C4)C3)cc1
  ·	-2.9%
28	CCSc1nnc(NC(=O)C2CC2c2ccccc2)s1 (configuration not stated)
  0%	-3.7%
29	C=CCOC(=O)C(C#N)c1nc2ccccc2nc1N1CCCC1 (configuration not stated)
  -3%	·
30	C/C=C/COC(=O)C1=C(C)NC(=O)NC1c1ccc(Cl)cc1 (configuration not stated)
  1%	-6.0%
31	O=C1CC(c2ccccc2)CC(O)=C1C=NCc1ccc2c(c1)OCO2 (configuration not stated)
  3%	-3.6%
32	O=C(NCc1ccccn1)c1ccc(Br)s1
  -17%	5.4%
33	O=C(Nc1c[nH]c(=O)[nH]c1=O)c1ccc(Br)cc1
  0%	-5.9%
34	CC1CN(Cc2nc3c(c(=O)n(C)c(=O)n3C)n2Cc2ccccc2)CC(C)O1 (configuration not stated)
  -1%	0.5%
35	Cc1c(/C=C2\C(=O)NC(=O)N(c3ccc(Cl)cc3)C2=O)c2ccccc2n1C
  4%	-2.3%
36	CCOc1ccc(S(=O)(=O)n2cc(-c3ccc(F)cc3)c(N)n2)cc1
  ·	-5.7%
37	CCn1c(SCC(=O)C(C)(C)C)nnc1-c1ccccc1OC
  -3%	0.5%
38	Cn1c(/N=C(\N)c2ccc([N+](=O)[O-])cc2)nc2ccccc21
  1%	-2.4%
39	CC1SC(=NC(=O)C(C)N2C(=O)c3ccccc3C2=O)NC1=O (configuration not stated)
  ·	-0.8%
40	CCC1(C)Cc2nc3sc(C(=O)O)c(N)c3cc2CO1 (configuration not stated)
  3%	-5.3%
41	CC(C)c1nnc(NC(=O)CSc2ncn[nH]2)s1
  -12%&-4%	1.4%&0.0%
42	COC(=O)C1=C(C)N(c2ccc(Cl)c(Cl)c2)C(=O)C1
  0%	-1.1%
43	OCCN=Cc1c2ccc[nH]c-2c2ccccc12
  5%	-0.9%
44	COc1ccccc1-c1nn2c(-c3ccc(C(C)(C)C)cc3)nnc2s1
  -3%	0.7%
45	COc1ccc(N(CC(=O)NCc2ccco2)S(=O)(=O)c2ccccc2)cc1Cl
  0%	0.9%
46	CCC(=O)Nc1ccc(-c2nnc(SCC(=O)N3CCCCC3)n2C)cc1
  ·	-1.7%
47	Cc1cc(C(=O)COc2cccc3cccnc23)c(C)n1C
  -4%	8.2%
48	O=C(CCC1N=C2c3ccccc3N=C(SCc3ccc(Cl)cc3)N2C1=O)NCc1ccco1 (configuration not stated)
  -4%	-10%
49	COc1ccc(N(Cc2cc3ccc(C)cc3[nH]c2=O)C(C)=O)cc1
  -4%	1.7%
50	Cc1ccc(-c2cn3cccnc3n2)cc1NC(=O)c1c(-c2ccccc2Cl)noc1C
  6%	-3.5%
51	Cn1c(SCC(=O)N2CCCC2)nnc1-c1ccc(S(=O)(=O)N2CCCC2)cc1
  ·	-4.4%
52	COc1ccc(CCNC(=O)/C=C/c2ccc(Cl)cc2Cl)cc1OC
  -6%	-0.6%
53	CCCCOC(=O)C1C2C=C[C@]3(CN(CCCOC)C(=O)[C@H]13)O2 (some centres not stated)
  2%	-3.7%
54	O=S(=O)(c1ccc(Oc2ccc(Br)cc2)cc1)N1CCOCC1
  -5%	5.4%
55	CCOC(=O)CCN(CP(C)(=O)OC(C)C)C(=O)OCC (configuration not stated)
  3%	1.9%
56	CCN(CC)S(=O)(=O)c1ccc(S(=O)(=O)N2CCN(C(=O)c3ccco3)CC2)cc1
  ·	-2.2%
57	CC1CCCCN1C(=O)CSc1nc(-c2ccccc2)cc(=O)[nH]1 (configuration not stated)
  10%	-1.2%
58	Cn1c(SCc2ccccn2)nnc1-c1cnccn1
  -2%	-0.2%
59	CN(CCN(C)/N=C/c1ccc(N(C)C)cc1)/N=C/c1ccc(N(C)C)cc1
  -1%	-1.1%
60	CCc1nn(C(C)C(=O)NCCc2ccc(OC)c(OC)c2)c(=O)c2cc3occc3n12 (configuration not stated)
  1%	1.9%

Further structures.
Results follow in this order: Rat MKP-3 inhibitors	Hsp70 displacement
61	Cc1cc(C)nc(N2CCC(C(=O)NCc3cccs3)CC2)n1
  -11%	-5.5%
62	Cc1cccc(C)c1NC(=O)CN1C(=O)c2ccccc2C1=O
  0%	-0.9%
63	CSc1nnc(Cc2cc(=O)[nH]c(=O)[nH]2)n1-c1cc(C)ccc1C
  3%	2.7%
64	O=C(/C=C/c1cccc([N+](=O)[O-])c1)N1CCC(Cc2ccccc2)CC1
  0%	3.4%
65	O=C(COc1ccc(Cl)cc1Cl)N1CCCC1
  ·	1.0%
66	CC(C)c1ccc(NC(=O)c2ccc(N(C)S(=O)(=O)c3ccccc3)cc2)cc1
  1%	2.9%
67	Cc1ccc(OCC(=O)Nc2ccc(I)cc2Cl)cc1
  0%	2.2%
68	COC(=O)c1ccc(NC(=O)CN2CCN(c3cccc(Cl)c3)CC2)cc1
  -3%	19%
69	CCOC(=O)C1(c2nc(N)cs2)COC(=O)C1 (configuration not stated)
  -8%	3.0%
70	O=C(N/C(=C\c1cccnc1)C(=O)N1CCCCC1)c1cccc(Br)c1
  1%	3.6%
71	CCOC(=O)CN(C(=O)c1ccccc1)c1ccccc1C
  -4%	2.7%
72	CCC(Cc1ccccc1)NC(=O)C1CCN(S(=O)(=O)c2c(C)noc2C)CC1 (configuration not stated)
  ·	3.8%
73	COc1cc(Cc2ccc(NC(=O)C(F)(F)F)c(OC)c2)ccc1NC(=O)C(F)(F)F
  0%	-0.6%
74	COc1ccc(S(=O)(=O)/N=C2C=C/C(=N\S(=O)(=O)c3ccc(OC)cc3)C=C/2Cl)cc1
  0%	3.4%
75	CC1Cc2ccccc2N1C(=O)CSc1nc2c(c(=O)n(C)c(=O)n2C)n1Cc1ccccc1 (configuration not stated)
  -13%	2.6%
76	COc1ccc(NC(=O)COc2ccc(C)cc2Br)cc1Cl
  2%	-0.6%
77	COCCNC(=O)Cn1cc2c(n1)CCCCC2
  -5%	1.0%
78	O=S(=O)(/C=C/c1ccccc1)Nc1ccc2c(c1)OCO2
  -4%	1.6%
79	O=C(NCc1ccccc1)c1ccc(Oc2ccc(C(=O)NCc3ccccc3)cc2)cc1
  ·	-9.3%
80	c1ccc2c(c1)oc1c(NCCCn3ccnc3)ncnc12
  0%	2.3%

Random excerpt: 4 entries already listed
Results follow in this order: Rat MKP-3 inhibitors	Hsp70 displacement
76	COc1ccc(NC(=O)COc2ccc(C)cc2Br)cc1Cl
  2%	-0.6%
78	O=S(=O)(/C=C/c1ccccc1)Nc1ccc2c(c1)OCO2
  -4%	1.6%
79	O=C(NCc1ccccc1)c1ccc(Oc2ccc(C(=O)NCc3ccccc3)cc2)cc1
  ·	-9.3%
64	O=C(/C=C/c1cccc([N+](=O)[O-])c1)N1CCC(Cc2ccccc2)CC1
  0%	3.4%

Nos. 61 to 66, reprinted for reference:
Results follow in this order: Rat MKP-3 inhibitors	Hsp70 displacement
61	Cc1cc(C)nc(N2CCC(C(=O)NCc3cccs3)CC2)n1
  -11%	-5.5%
62	Cc1cccc(C)c1NC(=O)CN1C(=O)c2ccccc2C1=O
  0%	-0.9%
63	CSc1nnc(Cc2cc(=O)[nH]c(=O)[nH]2)n1-c1cc(C)ccc1C
  3%	2.7%
64	O=C(/C=C/c1cccc([N+](=O)[O-])c1)N1CCC(Cc2ccccc2)CC1
  0%	3.4%
65	O=C(COc1ccc(Cl)cc1Cl)N1CCCC1
  ·	1.0%
66	CC(C)c1ccc(NC(=O)c2ccc(N(C)S(=O)(=O)c3ccccc3)cc2)cc1
  1%	2.9%

Part of the list above, in transposed form.
43: OCCN=Cc1c2ccc[nH]c-2c2ccccc12
44: COc1ccccc1-c1nn2c(-c3ccc(C(C)(C)C)cc3)nnc2s1
45: COc1ccc(N(CC(=O)NCc2ccco2)S(=O)(=O)c2ccccc2)cc1Cl
46: CCC(=O)Nc1ccc(-c2nnc(SCC(=O)N3CCCCC3)n2C)cc1
47: Cc1cc(C(=O)COc2cccc3cccnc23)c(C)n1C

assay / entry	43	44	45	46	47
Rat MKP-3 inhibitors	5%	-3%	0%	·	-4%
Hsp70 displacement	-0.9%	0.7%	0.9%	-1.7%	8.2%

(continued)
Results follow in this order: Rat MKP-3 inhibitors	Hsp70 displacement
81	O=C(O)CC(C(=O)O)c1c[nH]c2ccccc12 (configuration not stated)
  0%	-0.1%
82	CCn1cc(C2=NC(C)CO2)c2ccccc21 (configuration not stated)
  ·	3.6%
83	CCN1c2ccccc2-c2nc3ccccc3n2C1c1ccncc1 (configuration not stated)
  -3%	-4.4%
84	O=C(c1cn(-c2ccccc2)nc1-c1ccncc1)n1nnc2ccccc21
  2%	4.8%
85	CC1(C)CC(C)(c2ccc(O)cc2O)N(c2cccc(Cl)c2)C(=S)N1 (configuration not stated)
  ·	3.8%
86	COC(=O)c1ccc(CS(=O)(=O)c2ccc(C)cc2)cc1
  ·	-2.2%
87	CCOC(=O)c1ccc(NC(=O)Nc2ccc(OC)c(OC)c2)cc1
  -2%	1.4%
88	Cc1ccc(NC(=O)Cc2ccc(Br)cc2)cc1C
  2%	-1.3%
89	O=S(=O)(/N=C(/Sc1ccccc1)c1ccccc1)c1ccccc1
  ·	2.7%
90	CCC1=NN2C(=N)/C(=C/c3cc(Br)c(OCc4ccc(F)cc4)c(OC)c3)C(=O)N=C2S1
  0%	-0.7%
91	Cc1cc(C)c([N+](=O)[O-])cc1-c1ccc(/C=c2\sc3nc4ccccc4n3c2=O)o1
  3%	-1.8%
92	Cn1c(SCC(N)=O)nnc1C1CCN(S(=O)(=O)c2ccccc2C(F)(F)F)CC1
  5%	1.2%

Four of the entries above in order of the Hsp70 displacement value, largest number first:
Results follow in this order: Rat MKP-3 inhibitors	Hsp70 displacement
73	COc1cc(Cc2ccc(NC(=O)C(F)(F)F)c(OC)c2)ccc1NC(=O)C(F)(F)F
  0%	-0.6%
61	Cc1cc(C)nc(N2CCC(C(=O)NCc3cccs3)CC2)n1
  -11%	-5.5%
30	C/C=C/COC(=O)C1=C(C)NC(=O)NC1c1ccc(Cl)cc1 (configuration not stated)
  1%	-6.0%
15	CCOC(=O)c1ccc(N2C(=O)c3ccc(C(=O)Nc4ccc(O)cc4C(=O)O)cc3C2=O)cc1
  3%	-6.6%

Assay outcomes (PubChem)
